Compound activity deposited in PubChem by National Center for Advancing Translational Sciences (NCATS).
Pf growth 96h – P. falciparum growth inhibition at 96 hour, primary screen for plastid delayed-death inhibitors | P. falciparum luciferase reporter growth, 96 h | Potency, µM (top dose mostly 28.7 µM), for the others: at the highest dose activity change, negative = inhibition, hits mostly inhibitors | 320,000 tested, 6.9% active; further: potency means the concentration at half of the fitted maximal effect; on the % scale 0 is the no-effect control and ±100 the full control effect
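P. falciparum expressing integrated firefly luciferase grown in erythrocytes (2% hematocrit, 0.05% parasitemia final) with compounds for 96 hours at 37 C, 5% CO2. Growth inhibition read as loss of luminescence after adding luciferase detection reagent.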
Giardia FBPA inh – blocks Giardia fructose-bisphosphate aldolase activity. A8B2U2. purified Giardia FBPA. Potency, µM (top dose mostly 59.6 µM), for the others: at the highest dose activity, negative = inhibition, actives largely listed as inhibitors. 290,000 tested, 0.71% active. AID 2451; further: potency means the concentration at half of the fitted maximal effect; on the % scale 0 is the no-effect control and ±100 the full control effect; nearly all actives have a fitted effect of over 55% in size
Target sequence (A8B2U2 whole entry, looked up): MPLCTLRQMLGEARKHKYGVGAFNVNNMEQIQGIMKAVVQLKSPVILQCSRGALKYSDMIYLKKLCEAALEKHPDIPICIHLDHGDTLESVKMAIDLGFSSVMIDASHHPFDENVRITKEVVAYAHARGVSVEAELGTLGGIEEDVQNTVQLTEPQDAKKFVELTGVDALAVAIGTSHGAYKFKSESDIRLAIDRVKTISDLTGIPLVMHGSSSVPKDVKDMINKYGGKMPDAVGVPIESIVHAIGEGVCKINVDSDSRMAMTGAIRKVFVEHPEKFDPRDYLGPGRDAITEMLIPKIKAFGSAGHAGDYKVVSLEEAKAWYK
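Giardia FBPA (40 nM reagent) was preincubated 10 min at RT with compound (up to 57.5 uM final), then substrate plus GAPDH/TPI/NAD/arsenate coupling system with diaphorase/resazurin was added; resorufin fluorescence (525/598 nm) was read after 20 min.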
Shiga toxin inh – blocks Shiga toxin action in Vero cells | Vero cells, Shiga toxin protein synthesis inhibition reporter | inhibition, % at 38.7 µM | 290,000 tested, 9.2% active | AID 2315; in the data active means inhibition mostly above about 28%, no sharp cut-off; inactive means mostly below about 43%; further: 0% is about no effect
Cycloheximide cs – counter-screen for Shiga toxin inhibitors: cycloheximide protein synthesis inhibition. max response, %. cell reporter, cycloheximide protein synthesis inhibition counterscreen. 300,000 tested, 12% active. AID 2314; in the data active means max response mostly above about 13%, no sharp cut-off; inactive means mostly below about 14%; further: read at 38.3 µM for the half of the compounds with a filed dose; 0% is about no effect
Pf growth 48h – inhibits P. falciparum growth in the first generation, 48 h. P. falciparum luciferase growth in erythrocytes, 48 h. 310,000 tested, 5.9% active. Potency, µM (highest dose often 28.7 µM), inactives show at the highest dose activity change, negative = inhibition, most hits filed as inhibitors; further: potency means the concentration at half of the fitted maximal effect; on the % scale 0 is the no-effect control and ±100 the full control effect
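Parasite viability was followed by luminescence of a genomically integrated firefly luciferase. Cultures held 0.1% parasitemia at 2% hematocrit (final), incubated under 5% CO2 at 37 C.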
Sm TGR inh – inhibitors of Schistosoma mansoni thioredoxin glutathione reductase | Q962Y6 | purified TGR, DTNB reduction, TNB absorbance 405 nm | Potency, µM (titrated, usually from 114 µM), without a hit: top-dose activity change, negative = inhibition, actives largely listed as inhibitors | 360,000 tested, 3% active | AID 485364; further: potency means the concentration at half of the fitted maximal effect; on the % scale 0 is the no-effect control and ±100 the full control effect; nearly all actives have a fitted effect of over 60% in size
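TGR 20 nM + NADPH 100 uM (dispensed conc.), cpd preinc 15 min RT; start with NADPH (500 uM addition) then DTNB (15 mM addition). Kinetic TNB absorbance, 405 nm filter. Four-parameter Hill fit across titration.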
Starred values were filed as active, the others as inactive; u = inconclusive; x = not tested or not shown; & = joins results of further samples; [ ] = another dose, or the depositor's remark. Unless noted, the call rests on the fitted dose curve; in most records, active means well fitted curve in the direction sought with a large enough effect; inconclusive means small, poorly fitted or top-dose-only effect, or another doubt; inactive means no such curve, though single readings can be large; an effect the other way counts as inactive or inconclusive. An unsorted share of the library. About 24% of those tested had a hit in this group.

A first look:
Molecule | Pf growth 96h | Giardia FBPA inh | Shiga toxin inh | Cycloheximide cs | Pf growth 48h | Sm TGR inh
CSCC(=O)N1CCCC(CNC(=O)c2ccccc2Cl)C1 (stereo unspecified) | 10% | 2% | 28 | 15* | 0% | 17%
CCOC(=O)c1cn(CC(=O)Nc2ccc(C)cc2)nn1 | 2% | 12% | -13 | 8 | -15% | 12%
COC(=O)C1=CN(Cc2ccc(OC)c(OC)c2)C=C(C(=O)OC)C1c1ccccc1F | -18% | -7% | 28 | 15 | u | -2%

Main list (from the top)
Molecule | Pf growth 96h | Giardia FBPA inh | Shiga toxin inh | Cycloheximide cs | Pf growth 48h | Sm TGR inh
CSCC(=O)N1CCCC(CNC(=O)c2ccccc2Cl)C1 (stereo unspecified) | 10% | 2% | 28 | 15* | 0% | 17%
CCOC(=O)c1cn(CC(=O)Nc2ccc(C)cc2)nn1 | 2% | 12% | -13 | 8 | -15% | 12%
COC(=O)C1=CN(Cc2ccc(OC)c(OC)c2)C=C(C(=O)OC)C1c1ccccc1F | -18% | -7% | 28 | 15 | u | -2%
O=C(CCC(=O)OCc1ccc([N+](=O)[O-])cc1)Nc1ccccc1Cl | 27%[5.75 µM] | 0% | 28 | 7 | 38%[activator] | x
COC(=O)C1=C(CS(=O)(=O)c2ccc(OC)cc2)NC(=O)NC1c1ccccc1 (stereo unspecified) | u | 0% | -2 | -4 | 8% | -7%
Cc1c(C)c2c(c(C)c1O)CCC(C)(CCCC(C)CCCC(C)CCCC(C)C)O2 (stereo unspecified) | -7% | -6% | x | x | -7% | x
N/C(Cc1cccc2ccccc12)=N\OC(=O)COc1ccccc1 | 166%[activator] | 0% | 33 | 4 | 6% | 7%
CC(=O)Nc1ccc(S(=O)(=O)c2c(N)n(CCN3CCOCC3)c3nc4ccccc4nc23)cc1 | 0% | -3% | 24 | -1 | u | -15%
c1cc(CN2CCCNCCNCCCNCC2)ccc1CN1CCCNCCNCCCNCC1 | x | -3% | -8 | -3 | x | x
O=C(CSc1ccc(-c2ccc(F)cc2)nn1)N1CCCCC1 | 100%[activator] | -5% | 49* | 11 | 55%[activator] | -1%
COC(=O)c1ccc(Cl)c(NC(=O)CN2CCOCC2)c1 | 8% | 5% | -3 | -2 | 17% | 2%
CC(C)Cc1nc2sc3c(NCc4ccco4)ncnc3c2c2c1COC(C)(C)C2 | u | 1% | -6 | 18 | u | -3%
Cc1cccc(CN2CCN(C(=O)c3ccccc3F)CC2)c1 | -9% | -29% | -3 | -3 | -6% | -4%
C(=N\N1CCN(C2c3ccccc3-c3ccccc32)CC1)/c1ccncc1 | -25% | 10% | -8 | 22 | u | 6%
CCN1CCN(Cc2c(O)ccc3c(=O)c(-c4ccc(OC)c(OC)c4)c(C)oc23)CC1 | -16% | 9% | 13 | 0 | u | 5%
N#Cc1ccccc1S(=O)(=O)N1CCN(S(=O)(=O)c2ccc(Br)c(C(=O)O)c2)CC1 | u | 5% | -6 | 1 | -21% | -13%
O=C(CSc1ccc(Cl)cc1)Nc1cccc(NC(=O)c2ccco2)c1 | -4% | 1% | -14 | 13 | -7% | 12%
CC[C@@H](C)[C@H](NC(=O)OCc1ccccc1)c1nnc([C@@H](NC(=O)OCc2ccccc2)[C@@H](C)CC)o1 | 10µM* | 5% | -1 | 1 | 10µM* | 11%
CC(C)(C)C(=O)NC1CCN(S(C)(=O)=O)CC1 | 12µM* | 3% | -2 | -2 | -17% | -6%
CCN1CCCC1CNC(=O)C1CCN(Cc2nc(-c3cccc(Br)c3)oc2C)CC1 (stereo unspecified) | u | -20% | -8 | 2 | 6.6µM* | 4%
CCOC(=O)C1=C(C)NC(=NC)SC1c1ccccc1 (stereo unspecified) | 4% | -12% | 11 | 9 | -27% | x
CCN1CCN(c2ccc(S(=O)(=O)N3CCCCC3)cc2NC(=O)c2cccc(F)c2)CC1 | u | x | x | x | u | 7%
Cc1cc(C(=O)N2CCN(c3ccccn3)CC2)no1 | x | 0% | -18 | -1 | 14% | 0%
CCOc1cccc(CN2CCN(CCc3ccccc3)C(CCO)C2)c1O (stereo unspecified) | 17% | -8% | -5 | 3 | u | u
Cc1ccc(S(=O)(=O)N(C)c2ccccc2)cc1 | x | -13% | -13 | -4 | 3% | 3%
CCc1c(C(=O)NNC(=O)Nc2ccc3c(c2)OCO3)csc1C | -27% | x | 20 | 38* | 28% | -12%
CC(=O)Nc1ccc2c(c1)nc1n2CCOC1 | 24% | -1% | 14 | 0 | x | 2%
Cc1ccc(S(=O)(=O)N2CCC(C(=O)Nc3ncccc3O)CC2)cc1 | -4% | x | x | x | u | -16%
CSc1ccc(/C=N/S(=O)(=O)c2ccccc2)cc1 | 24% | 7% | -17 | -1 | 32%[activator] | 10%
CCOC(=O)N1CCC(N(CCN(C)C)C(=S)Nc2ccc(OCC)cc2)CC1 | 40%[activator] | u | 34 | -2 | 25% | -16%

An excerpt of these results, with each value named:
> CC(=O)Nc1ccc2c(c1)nc1n2CCOC1
  Pf growth 96h = 24%
  Giardia FBPA inh = -1%
  Shiga toxin inh = 14
  Cycloheximide cs = 0
  Pf growth 48h = x
  Sm TGR inh = 2%
> CCOC(=O)N1CCC(N(CCN(C)C)C(=S)Nc2ccc(OCC)cc2)CC1
  Pf growth 96h = 40%[activator]
  Giardia FBPA inh = u
  Shiga toxin inh = 34
  Cycloheximide cs = -2
  Pf growth 48h = 25%
  Sm TGR inh = -16%
> CSc1ccc(/C=N/S(=O)(=O)c2ccccc2)cc1
  Pf growth 96h = 24%
  Giardia FBPA inh = 7%
  Shiga toxin inh = -17
  Cycloheximide cs = -1
  Pf growth 48h = 32%[activator]
  Sm TGR inh = 10%
> Cc1ccc(S(=O)(=O)N2CCC(C(=O)Nc3ncccc3O)CC2)cc1
  Pf growth 96h = -4%
  Giardia FBPA inh = x
  Shiga toxin inh = x
  Cycloheximide cs = x
  Pf growth 48h = u
  Sm TGR inh = -16%

More records follow:
Molecule | Pf growth 96h | Giardia FBPA inh | Shiga toxin inh | Cycloheximide cs | Pf growth 48h | Sm TGR inh
CC(C)c1cc(C(=O)N2CCCC(CCC(=O)NCc3ccccc3F)C2)n(C)n1 (stereo unspecified) | 0% | -1% | 34 | -3 | -5% | x
Cc1ccc(NC(=O)CSc2nncn2-c2ccccn2)cc1Cl | 13% | 2% | -6 | -2 | 15% | -7%
CN1C(=O)c2ccccc2N(C)C1c1ccccc1Cl (stereo unspecified) | -29% | 14% | 0 | -5 | 17% | 0%
CC(NC(=O)c1cc(-c2cccs2)on1)c1ccccc1 (stereo unspecified) | -98% | 3% | 5 | 10 | 15% | 3%
O=C(CSc1nnc(CNC(=O)c2ccccc2)o1)NCc1ccccc1Cl | -28% | x | 6 | -3 | 11% | 4%
Cc1cc(Cl)ccc1C(=O)C1CCCN(C(=O)CN2CCOC2=O)C1 (stereo unspecified) | 16% | x | -3 | -2 | 5% | 3%
CC(O)c1ccc(Oc2cnccn2)cc1 (stereo unspecified) | 41%[activator] | 3% | -11 | -4 | -1% | 4%
CCN(Cc1ccncc1)C(=O)CCc1nnc(CCc2ccc(OC)cc2)o1 | u | 3% | 65 | 8 | 6% | -4%
CCOC(=O)N/N=C1\CC(C)CC(C)(C)C1 (stereo unspecified) | 2% | 0% | 25 | 11 | -3% | -7%
O=C(C1CC1)N1N=C(c2ccccc2)CC1(O)C(F)(F)F (stereo unspecified) | u | 10% | -10 | 1 | 56%[activator] | -6%
CC1(c2ccccc2)NC(=O)N(CC(=O)Nc2cccc(/C=C/c3ccccn3)c2)C1=O (stereo unspecified) | -25% | x | x | x | u | -8%
CCCCSCc1[nH]c(=O)[nH]c1C(=O)CCCCC(=O)OCC | -23% | 12% | -5 | 1 | -15% | u
CN(c1ccc(C(=O)O)cc1)S(=O)(=O)c1ccc(Cl)cc1 | 16% | 11% | -20 | 1 | -5% | -2%
CCOC(=O)Cc1nnc(NC(=O)C(CC)Sc2nncn2C)s1 (stereo unspecified) | -9% | -8% | -10 | -6 | -3% | 0%
OCCCc1ccccc1 | x | 5% | 2 | -6 | x | x
O=C(COc1ccc(F)cc1)N(c1ccccn1)C1CCCCC1 | -9% | 2% | -5 | 1 | -5% | -4%
O=S(=O)(Nc1ccc(N2CCOCC2)nn1)c1ccccc1 | 4% | -1% | -22 | -7 | -1% | -4%
COc1ccc(C(=O)CCN2CCCC(C)C2)cc1 (stereo unspecified) | 243%[activator] | 6% | 9 | 3 | -19% | 0.28µM*
CSCC[C@H](NC(=O)[C@@H]1CSC2c3ccccc3C(=O)N21)C(=O)N1CCC[C@H]1CO (stereo partly specified) | -12% | -25% | -3 | -1 | 18% | 0%
CCn1c(COc2cccc(C)c2)nnc1SCC(=O)CC(=O)Nc1ccccc1OC | 18% | 3% | -21 | -4 | u | -9%
NC(=O)CSc1nnc2ccc(-c3ccc(Cl)cc3)nn12 | -5% | -16% | 14 | -12 | -9% | 6%
O=C(O)Cn1nc(C(F)(F)F)c2c1CCCC2 | 43%[activator] | 1% | 4 | 10 | 28% | 2%
Cc1ccc(C)c(Cn2nnc3c(=O)[nH]c(C4CCCN(C(=O)c5cccs5)C4)nc32)c1 (stereo unspecified) | -1% | 1% | 2 | -3 | u | -5%
CCOC(=O)CSc1nc(-c2ccccc2)nc2ccc(C)cc12 | u | 6% | -4 | -2 | 36%[activator] | 32%
O=C(NC(Nc1ccc(F)cc1)(C(F)(F)F)C(F)(F)F)c1cccnc1 | 14% | -9% | -6 | 4 | 0% | 5%
COc1ccc(CCNc2nc(C)c(C(C)=O)s2)cc1OC | 8% | -16% | -2 | 7 | -13% | 5%
CSc1ccccc1NC(=O)Nc1cccc(Cl)c1Cl | 36%[activator] | 0% | -6 | 10* | x | -4%
COc1ccc2oc(C(=O)OC/C(O)=C(\C#N)c3nc4ccccc4[nH]3)c(C)c2c1 | -18% | -21% | 3 | 2 | 17% | 0%
CSc1nsc(SC)c1NC(=O)OCCc1ccccn1 | x | -11% | 23 | 3 | 7% | -1%
COc1cccc(Nc2ncccc2C(=O)O)c1 | x | 2% | 97* | 48* | 34%[activator] | -1%
CCOC(=O)N1CCN(C(=O)Cc2ccc(-n3c(=S)[nH]c4ccccc4c3=O)cc2)CC1 | 13µM* | 5% | -8 | -3 | u | 1%
CCOC(=O)c1cc(-c2ccccc2)n(CCC(=O)N2CCN(c3ccc(OC)cc3)CC2)c1C | -28% | -5% | -11 | -4 | u | -16%
CCn1cc(Br)c(C(=O)Nc2ccc(Cl)cc2Cl)n1 | 48%[activator] | 4% | 55 | 25* | x | 1%
c1ccc(Cn2nnc3c(N4CCN(Cc5ccc6c(c5)OCO6)CC4)ncnc32)cc1 | 37%[activator] | -2% | -5 | -3 | -14% | -9%
CCS(=O)(=O)Nc1cccc(-c2nc3cccnc3s2)c1C | 57%[activator] | 7% | 73* | 30* | 55%[activator] | 4%
CCc1ccc(S(=O)(=O)Nc2cc3c(cc2N2CCOCC2)n(C)c(=O)c(=O)n3C)cc1 | u | u | -4 | -5 | -23% | -23%&-13%
Cc1ccc(S(=O)(=O)/N=C(\N)c2ccc(F)cc2)cc1 | 20% | 6% | 2 | 6 | 0% | -5%
O=C(O/N=C1\CCCc2ccccc21)c1ccc(F)cc1 | 57%[activator] | -1% | 21* | 16* | 73%[activator] | -4%
COc1ccc(C(CNC(=O)c2ccc(S(=O)(=O)Nc3ccccc3C)cc2)N2CCOCC2)cc1 (stereo unspecified) | u | x | x | x | u | 1%
Cc1cccc(CCNC(=O)CCCOc2cc(=O)n(C)c3ccccc23)c1 | u | 0% | -2 | -6 | u | 6%
COc1ccc(/C=N/Nc2nccnc2Cl)cc1 | 189%[activator] | -19% | 39 | 36* | x | 0%
COc1ccccc1NC(=O)c1ccccc1NC(=O)c1ccccc1C(=O)O | u | 2% | x | 16* | 32%[activator] | 17%
